Screening results from PubChem BioAssay.
GLP1R inv ag: inverse agonists of human GLP-1 receptor | P43220 | HEK293 GLP-1R CRE-luciferase, luminescence, 24 h; GLP-1R form is constitutively active | Potency, µM (highest dose often 38.3 µM), inactives show top-dose activity change, negative = inhibition, usual class: inhibitors | 410,000 compounds, 1.6% hits; also: potency is read from the fitted curve at half-maximal effect; % is scaled to controls: 0 for no effect and ±100 for the full control effect; nearly all actives have a fitted effect of over 55% in size
Target sequence (P43220 whole entry, looked up): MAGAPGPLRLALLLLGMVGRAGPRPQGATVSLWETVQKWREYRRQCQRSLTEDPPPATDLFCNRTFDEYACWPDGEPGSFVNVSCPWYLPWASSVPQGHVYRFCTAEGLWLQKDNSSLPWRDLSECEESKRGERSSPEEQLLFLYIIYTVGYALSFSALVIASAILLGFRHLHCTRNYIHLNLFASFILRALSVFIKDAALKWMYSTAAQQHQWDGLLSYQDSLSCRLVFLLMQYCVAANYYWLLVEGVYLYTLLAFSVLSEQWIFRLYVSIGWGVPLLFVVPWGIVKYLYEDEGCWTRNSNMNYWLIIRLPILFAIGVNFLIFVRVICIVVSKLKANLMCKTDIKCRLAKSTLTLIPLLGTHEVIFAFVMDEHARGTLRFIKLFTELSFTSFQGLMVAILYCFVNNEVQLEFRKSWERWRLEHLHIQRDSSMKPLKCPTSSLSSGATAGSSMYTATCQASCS
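Seeding at 200 cells/uL, 12 h culture, 24 hr compound treatment, then luciferase reagent and a luminescence read; cells are HEK293 stably expressing a constitutively active GLP-1R plus cAMP-responsive luciferase.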
TDP-43 yeast inh: rescues yeast growth from TDP-43 toxicity; TDP-43 expressing yeast growth rescue, BacTiter-Glo, 24 h; Potency, µM (titrated, usually from 46.1 µM), inactives show at the top dose growth rescue (activation), actives largely listed as activators; 410,000 compounds, 1.8% hits; AID 652104; also: potency is read from the fitted curve at half-maximal effect; % of control where 0% means no effect; nearly all actives have a fitted effect of over 50% in size
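In this qHTS, compounds that restore growth of yeast expressing TDP-43 appear as activators. Cells (OD600=0.02, galactose medium, raffinose-pregrown) are incubated with compound 24 hr at 30 deg C and growth is quantified by BacTiter-Glo.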
aSyn rescue: alpha-synuclein toxicity inhibition in yeast; Yeast expressing alpha-synuclein, growth rescue, BacTiter-Glo, 24 h; Potency, µM (titrated, usually from 46.1 µM), for inactives: at the top dose growth rescue (activation), most hits filed as activators; 370,000 compounds, 0.14% hits; also: potency is read from the fitted curve at half-maximal effect; % of control where 0% means no effect; nearly all actives have a fitted effect of over 65% in size
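Screening used galactose-induced yeast with toxic alpha-synuclein levels, exposed to compound for 24 hr at 30 deg C. Cell growth, read with BacTiter-Glo luminescence, gave the measured signal.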
D3 antag: D3 dopamine receptor (human) antagonism. 360,000 compounds, 2.5% hits. max response, negative = inhibition, %. P35462. D3R cells, DiscoveRx beta-arrestin luminescence, antagonist mode; active compounds read low; in the data active = max response below about -50%; inconclusive = no clear call, values can overlap the other calls; also: % is scaled to controls: 0 for no effect and ±100 for the full control effect; mostly tested at two doses, the higher about 12 µM
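Cells expressing the human receptor were seeded at 1500 cells/well, incubated overnight at 37 degrees C in 5% CO2, then exposed to library compounds with dopamine controls for 90 minutes at 37 degrees C before luminescent detection.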
Abeta yeast res: restores growth of yeast expressing A-beta42 peptide. yeast expressing A-beta42, growth rescue, OD600, 48 h; response scale: 0% DMSO, 100% iron-clioquinol control. Potency, µM (top dose mostly 46.1 µM), for the others: at the top dose growth rescue, most hits filed as activators. 410,000 compounds, 0.063% hits. AID 1347071; also: potency is read from the fitted curve at half-maximal effect; nearly all actives have a fitted effect of over 55% in size
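Yeast A-beta toxicity model in growth medium with pinned compounds, 48 h at 30 C; growth read as absorbance at 600 nm. Normalized to FeCl3/clioquinol equimolar mix (positive) and DMSO (negative).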
pAkt inh: Akt phosphorylation inhibition. Neuro2A IGF-stimulated pAkt S473 HTRF, 20 min; active compounds read low. activity change, % for hits at 50 µM. 360,000 compounds, 0.32% hits; in the data active = activity change below about -80%; inconclusive = mostly about -51% to -80%; also: % is scaled to controls: 0 for no effect and ±100 for the full control effect
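Single-point screen (50 µM final compound) in Neuro2A cells stimulated 20 min with 6 nM IGF at 37 deg C. After lysis, Ser473-phosphorylated Akt read by HTRF (ex 330 nm, em 615/665 nm) as the 665/615 ratio.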
GLP1R ag: agonists of human GLP-1 receptor; P43220; HEK293 GLP-1R CRE-luciferase, luminescence, 4-6 h; cells express a hypersensitive GLP-1R form; Potency, µM (top dose mostly 45.6 µM), for inactives: at the highest dose activation, actives largely listed as activators; 380,000 compounds, 0.007% hits; also: potency is read from the fitted curve at half-maximal effect; % of control where 0% means no effect
PTHR1 agonist: agonists of human PTHR1 parathyroid hormone receptor. Q03431. HEK293 GP2 PTHR1 cells, GloSensor cAMP luminescence, 1 h. Potency, µM (doses to about 115 µM), for the others: at the highest dose activation, actives largely listed as activators. 410,000 compounds, 0.075% hits. AID 743266; also: potency is read from the fitted curve at half-maximal effect; nearly all actives have a fitted effect of over 55% in size; some results filed as inactive show a strong effect at the top dose; inactives centre near -15; many of its hits are not listed in these tables
Target sequence (Q03431 whole entry, looked up): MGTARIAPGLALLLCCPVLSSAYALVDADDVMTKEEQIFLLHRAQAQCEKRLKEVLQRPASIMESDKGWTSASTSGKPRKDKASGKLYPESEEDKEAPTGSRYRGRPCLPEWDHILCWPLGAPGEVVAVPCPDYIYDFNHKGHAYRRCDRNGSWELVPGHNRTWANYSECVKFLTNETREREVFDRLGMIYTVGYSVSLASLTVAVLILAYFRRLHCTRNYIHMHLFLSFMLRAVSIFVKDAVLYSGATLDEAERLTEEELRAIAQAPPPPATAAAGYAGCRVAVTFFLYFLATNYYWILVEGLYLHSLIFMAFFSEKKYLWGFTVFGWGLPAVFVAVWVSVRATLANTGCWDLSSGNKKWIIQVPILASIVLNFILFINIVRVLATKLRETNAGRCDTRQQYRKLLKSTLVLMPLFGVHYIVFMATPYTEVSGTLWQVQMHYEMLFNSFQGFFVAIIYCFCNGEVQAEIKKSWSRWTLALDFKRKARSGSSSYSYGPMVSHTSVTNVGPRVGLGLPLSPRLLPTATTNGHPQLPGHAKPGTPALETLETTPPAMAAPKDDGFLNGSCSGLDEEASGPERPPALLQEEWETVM
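HEK-293-derived GP2 cells expressing PTHR1 and a GloSensor cAMP reporter, 3,000/well, plated overnight, given luciferin plus IBMX (each 0.5 mM as added) for 1 h at 37 °C, then compound for 1 h at 37 °C. Luminescence was read after 15 min at room temperature.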
FUS suppressor: rescues growth of FUS-expressing yeast. Potency, µM (series often up to 76.6 µM), inactives show at the top dose growth rescue (activation), hits mostly activators. S. cerevisiae FUS-expressing, growth rescue, OD600, 24 h. AID 1347120. 390,000 compounds, 0.24% hits;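 also: potency is read from the fitted curve at half-maximal effect; plate controls were DMSO vehicle for no effect and reference control for full effect; nearly all actives have a fitted effect of over 55% in size; some results filed as inactive show a strong effect at the top dose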
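Quantitative HTS measuring growth restoration of FUS-toxic yeast. Galactose-induced cells (OD 0.005) were exposed 24hr at 30C to compounds at several concentrations, then absorbance at 600 nm was recorded.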
Numbers without * were called inactive; & = joins results of further samples; [ ] = another dose, or the depositor's remark. Unless noted, calls follow the shape of the dose curve; as a rule, active = well fitted curve in the direction sought with a large enough effect; inconclusive = small, poorly fitted or top-dose-only effect, or another doubt; inactive = no such curve, though single readings can be large; an effect the other way counts as inactive or inconclusive. This is a subset; count on the stated rates, not on these rows.

Results for O=C(c1ccc(C(F)(F)F)cc1)N1CCC(=O)N([C@H](COCc2ccc(Cl)cc2)Cc2ccccc2)CC1 ?
GLP1R inv ag: inconclusive; TDP-43 yeast inh: 8%; aSyn rescue: inconclusive; D3 antag: 11; Abeta yeast res: 10%; pAkt inh: inactive; GLP1R ag: -1%; PTHR1 agonist: inactive; FUS suppressor: inconclusive

Results for COC(=O)[C@H](Cc1ccccc1)NC(=O)N1CCCCC1C (stereo not given in full) ?
GLP1R inv ag: 1%; TDP-43 yeast inh: -7%; aSyn rescue: -2%; D3 antag: 14; Abeta yeast res: 15%; GLP1R ag: -8%; PTHR1 agonist: -13%[57.5 µM]; FUS suppressor: 21%

How did COc1ccc(NC(=O)CSc2n[nH]c(C(C)C)n2)c([N+](=O)[O-])c1 do in these assays?
GLP1R inv ag: -9%; TDP-43 yeast inh: -26%; aSyn rescue: -6%; D3 antag: -16; Abeta yeast res: -18%; pAkt inh: inactive; GLP1R ag: 3%; PTHR1 agonist: inactive; FUS suppressor: 17%

Results for Cc1onc(-c2c(Cl)cccc2Cl)c1C(=O)N(C)Cc1ccccc1 ?
GLP1R inv ag: -24%; TDP-43 yeast inh: 8%; aSyn rescue: 4%; D3 antag: 15; Abeta yeast res: 9%; pAkt inh: inactive; GLP1R ag: 0%; PTHR1 agonist: -3%; FUS suppressor: -12%

What do the screens show for `CN(Cc1ccccc1)C(=O)c1cccc(NC(=O)Cc2cccc(NC(=O)C3CCN(C(=O)C4CC4)CC3)c2)c1`?
GLP1R inv ag: 16%; TDP-43 yeast inh: 10%; aSyn rescue: 21%; D3 antag: -7; Abeta yeast res: 1%; pAkt inh: inactive; GLP1R ag: 2%; PTHR1 agonist: -74%[inhibitor]; FUS suppressor: inconclusive

Results for Cc1ccccc1NC(=O)C1CCCN1S(=O)(=O)c1ccc2c(c1)n(C)c(=O)c(=O)n2C (stereo not given) ?
GLP1R inv ag: -3%; TDP-43 yeast inh: 14%; aSyn rescue: -7%; D3 antag: -9; Abeta yeast res: -10%; pAkt inh: inactive; GLP1R ag: 3%; PTHR1 agonist: -27%; FUS suppressor: -15%

Results for Cc1ccc(NC(=O)NN(C)c2c(Cl)c(Cl)nn2C)cc1 ?
GLP1R inv ag: inconclusive; TDP-43 yeast inh: -12%[0.397 µM]; aSyn rescue: 5%; D3 antag: -8; Abeta yeast res: 16%; pAkt inh: inactive; GLP1R ag: 11%; PTHR1 agonist: -1%; FUS suppressor: 19%

Results for CCCCn1c(N)c(N(CCC(C)C)C(=O)COC(=O)c2sccc2C)c(=O)[nH]c1=O ?
GLP1R inv ag: 4%; TDP-43 yeast inh: 0%; aSyn rescue: -4%; D3 antag: -24; Abeta yeast res: -5%; pAkt inh: inactive; GLP1R ag: 1%; PTHR1 agonist: -7%; FUS suppressor: -2%

How did COc1ccc(N(C(=O)c2ccco2)C(C(=O)NC2CCCC2)c2ccccc2)cc1 (stereo not given) do in these assays?
GLP1R inv ag: -30%; TDP-43 yeast inh: -7%; aSyn rescue: 2%; D3 antag: -9; Abeta yeast res: 2%; pAkt inh: inactive; GLP1R ag: 9%; PTHR1 agonist: inactive; FUS suppressor: 19%

Results for COc1cccc(CNc2nc3cc(C(C)=C(C)C)sc3c(=O)n2C)c1 ?
GLP1R inv ag: inconclusive; TDP-43 yeast inh: inconclusive; aSyn rescue: 11%; D3 antag: -4; Abeta yeast res: -7%; pAkt inh: inactive; GLP1R ag: 9%; PTHR1 agonist: -68%[inhibitor]; FUS suppressor: 41%

What do the screens show for `O=c1[nH][nH]c(C(F)(F)F)c1/C=N/N1CCOCC1`?
GLP1R inv ag: 9%; TDP-43 yeast inh: 0%; aSyn rescue: 0%; D3 antag: -4; Abeta yeast res: -5%; pAkt inh: inactive; GLP1R ag: -4%; PTHR1 agonist: -4%; FUS suppressor: -20%

How did CS(=O)(=O)N(CC(=O)Nc1ccccc1Br)Cc1ccccc1 do in these assays?
GLP1R inv ag: 3%; TDP-43 yeast inh: 23%; aSyn rescue: 6%; D3 antag: 10; Abeta yeast res: 20%; pAkt inh: inactive; GLP1R ag: 0%; PTHR1 agonist: -8%; FUS suppressor: 3%

How did Cc1occc1-c1nnc(SCC(=O)c2ccc(Cl)cc2)n1C do in these assays?
GLP1R inv ag: 0%; TDP-43 yeast inh: 12%; aSyn rescue: 1%; D3 antag: -56*; Abeta yeast res: 1%; pAkt inh: inactive; GLP1R ag: 0%; PTHR1 agonist: -24%; FUS suppressor: 27%

What do the screens show for `Cc1ccc(C)c(CN2C(=O)c3ccccc3S(=O)(=O)c3ccc(C(=O)N4CCN(c5ccccc5)CC4)cc32)c1`?
GLP1R inv ag: 3%; TDP-43 yeast inh: 18%; Abeta yeast res: -11%; PTHR1 agonist: -12%; FUS suppressor: 1%

What do the screens show for `O=C(NN1C(=O)C2C3C=CC(O3)C2C1=O)c1cccc(Br)c1` (stereo not given)?
GLP1R inv ag: 10%; TDP-43 yeast inh: 4%; aSyn rescue: -6%; D3 antag: -9; Abeta yeast res: -3%; pAkt inh: inactive; GLP1R ag: 0%; PTHR1 agonist: -24%; FUS suppressor: 17%

Results for CCCn1nc(C(=O)OCC(=O)Nc2ncc(Cl)c(C)c2Cl)c2ccccc2c1=O ?
GLP1R inv ag: 0%; TDP-43 yeast inh: 16%; aSyn rescue: -2%; D3 antag: -11; Abeta yeast res: -11%; pAkt inh: inactive; GLP1R ag: 5%; PTHR1 agonist: inactive; FUS suppressor: 15%

Results for O=[N+]([O-])c1ccc(Nc2cccc(F)c2)nc1 ?
GLP1R inv ag: inconclusive; TDP-43 yeast inh: 13µM*; aSyn rescue: 1%; D3 antag: -4; Abeta yeast res: -31%[inhibitor]; pAkt inh: inactive; GLP1R ag: 9%; PTHR1 agonist: -48%[inhibitor]; FUS suppressor: -21%

Results for COc1cc(C(O)c2nc(-c3ccccc3C)cs2)ccc1F (stereo not given) ?
GLP1R inv ag: inconclusive; TDP-43 yeast inh: inconclusive; aSyn rescue: 16%; D3 antag: -26; Abeta yeast res: 20%; pAkt inh: inactive; GLP1R ag: 18%; PTHR1 agonist: -5%; FUS suppressor: 2%

Results for COc1cccc(CNC(=O)C(=O)NCC(c2ccco2)S(=O)(=O)c2cccs2)c1 (stereo not given) ?
GLP1R inv ag: -3%; TDP-43 yeast inh: 20%; Abeta yeast res: 5%; PTHR1 agonist: -8%; FUS suppressor: 10%

How did CC(NC(=O)COC(=O)/C=C/c1ccc(Cl)cc1)c1ccccc1 (stereo not given) do in these assays?
GLP1R inv ag: -5%; TDP-43 yeast inh: -7%; aSyn rescue: -5%; D3 antag: 5; Abeta yeast res: -8%; pAkt inh: inactive; GLP1R ag: 8%; PTHR1 agonist: -8%; FUS suppressor: 3%

Results for O=C(NCCCCc1ccccc1)c1ccc(Br)o1 ?
GLP1R inv ag: 0%; TDP-43 yeast inh: 21%; aSyn rescue: -17%; D3 antag: 6; Abeta yeast res: -5%; pAkt inh: inactive; GLP1R ag: 19%; PTHR1 agonist: 12%[57.5 µM]; FUS suppressor: 4%

What do the screens show for `CN(C(=O)COC(=O)c1c2c(nc3ccccc13)/C(=C/c1cccc([N+](=O)[O-])c1)CCC2)C1CCS(=O)(=O)C1` (stereo not given)?
GLP1R inv ag: 1%; TDP-43 yeast inh: 22%; aSyn rescue: -4%; D3 antag: 1; Abeta yeast res: 0%; pAkt inh: inactive; GLP1R ag: 18%; PTHR1 agonist: inactive; FUS suppressor: inconclusive

How did COc1ccc(CCNC(=O)CCCCCN2C(=O)c3ccccc3C2=O)cc1OC do in these assays?
GLP1R inv ag: 28%; TDP-43 yeast inh: 20%; aSyn rescue: -3%; D3 antag: 1; Abeta yeast res: 16%; pAkt inh: inactive; GLP1R ag: 14%; PTHR1 agonist: -15%; FUS suppressor: 9%

Results for O=C(NCC(c1ccc2c(c1)OCO2)N1CCOCC1)c1ccc(F)cc1 (stereo not given) ?
GLP1R inv ag: 10%; TDP-43 yeast inh: -10%; Abeta yeast res: 19%; PTHR1 agonist: inactive; FUS suppressor: -5%

What do the screens show for `CC(=O)c1cc(-c2ccccc2)n(CCC(=O)NC2CCCCC2)c1C`?
GLP1R inv ag: -7%&-7%; TDP-43 yeast inh: -13%&12%; aSyn rescue: 9%; D3 antag: 19; Abeta yeast res: -15%&13%; pAkt inh: inactive; GLP1R ag: 4%; PTHR1 agonist: inconclusive; FUS suppressor: 8%

What do the screens show for `CCc1nc(N2CCN(C(=O)CCl)CC2)c2c3c(sc2n1)CC(C)CC3` (stereo not given)?
GLP1R inv ag: inconclusive; aSyn rescue: 1%; D3 antag: -17; Abeta yeast res: inconclusive; pAkt inh: inactive; GLP1R ag: -3%; PTHR1 agonist: -32%[inhibitor]; FUS suppressor: 36%

Random excerpt: two compounds from above.
What do the screens show for `CCc1nc(N2CCN(C(=O)CCl)CC2)c2c3c(sc2n1)CC(C)CC3` (stereo not given)?
GLP1R inv ag: inconclusive; aSyn rescue: 1%; D3 antag: -17; Abeta yeast res: inconclusive; pAkt inh: inactive; GLP1R ag: -3%; PTHR1 agonist: -32%[inhibitor]; FUS suppressor: 36%

How did Cc1occc1-c1nnc(SCC(=O)c2ccc(Cl)cc2)n1C do in these assays?
GLP1R inv ag: 0%; TDP-43 yeast inh: 12%; aSyn rescue: 1%; D3 antag: -56*; Abeta yeast res: 1%; pAkt inh: inactive; GLP1R ag: 0%; PTHR1 agonist: -24%; FUS suppressor: 27%
